HDAC3 inh = blocks human histone deacetylase 3; O15379; recombinant HDAC3, fluorogenic peptide/trypsin coupled, fluorescence; inhibition, % at 8.3 µM; actives 0.15% (n = 320,000); AID 2718; in the data active = inhibition above about 26%, passing the limit was not always enough
Target sequence (O15379 whole entry, looked up): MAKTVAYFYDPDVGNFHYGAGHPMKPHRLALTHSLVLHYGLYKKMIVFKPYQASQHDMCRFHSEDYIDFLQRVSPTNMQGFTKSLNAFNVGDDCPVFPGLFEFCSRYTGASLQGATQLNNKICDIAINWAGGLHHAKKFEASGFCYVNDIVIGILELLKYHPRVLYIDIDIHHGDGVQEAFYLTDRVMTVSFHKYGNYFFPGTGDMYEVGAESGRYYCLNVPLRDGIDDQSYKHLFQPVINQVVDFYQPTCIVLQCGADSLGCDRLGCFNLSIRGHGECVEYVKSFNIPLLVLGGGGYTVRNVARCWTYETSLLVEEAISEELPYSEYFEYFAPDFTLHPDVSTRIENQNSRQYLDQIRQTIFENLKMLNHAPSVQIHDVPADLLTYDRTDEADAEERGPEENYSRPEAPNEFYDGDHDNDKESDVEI
KCNK9 block = blocks the human KCNK9 two-pore domain potassium channel | AID 488922 | B-score at 10 µM | actives 1.2% (n = 310,000) | Q9NPC2 | HEK293 KCNK9, FluxOR thallium flux fluorescence; stronger effect = lower value;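 active = ratio B-score over 3 SD below the library mean, with starting fluorescence within 5 SD of its mean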;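 note: negative B-score means less thallium flux so channel inhibition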
KCNQ1 act = human KCNQ1 channel potentiation or activation; P51787; CHO-K1 KCNQ1, thallium flux FluxOR fluorescence; stronger effect = higher value; B-score at 10 µM; actives 0.35% (n = 310,000); AID 2648;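 active = fluorescence ratio B-score, a plate-corrected score, at least three library SD, with initial intensity B-score within 5 SD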
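System: CHO-K1 cells stably expressing KCNQ1 / Medium: assay buffer for compound exposure, DMSO matched across wells / Reagent: thallium- and potassium-containing depolarizing buffer / Compound: one concentration, matched DMSO / Incubation: 20 min compound pretreatment at room temperature / Measured by: kinetic FluxOR fluorescence, 10 s baseline plus 110 s post-stimulus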
KCNK3 block = human KCNK3 channel inhibition, primary screen; CHO-KCNK3 thallium flux, FluxOR fluorescence; stronger effect = lower value; O14649; B-score at 10 µM; actives 0.84% (n = 340,000);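 active = B-score under library mean minus 4 SD, starting fluorescence ratio at most library mean plus 5 SD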;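 note: more negative B-score means stronger inhibition of thallium flux through KCNK3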
Target sequence (O14649 whole entry, looked up): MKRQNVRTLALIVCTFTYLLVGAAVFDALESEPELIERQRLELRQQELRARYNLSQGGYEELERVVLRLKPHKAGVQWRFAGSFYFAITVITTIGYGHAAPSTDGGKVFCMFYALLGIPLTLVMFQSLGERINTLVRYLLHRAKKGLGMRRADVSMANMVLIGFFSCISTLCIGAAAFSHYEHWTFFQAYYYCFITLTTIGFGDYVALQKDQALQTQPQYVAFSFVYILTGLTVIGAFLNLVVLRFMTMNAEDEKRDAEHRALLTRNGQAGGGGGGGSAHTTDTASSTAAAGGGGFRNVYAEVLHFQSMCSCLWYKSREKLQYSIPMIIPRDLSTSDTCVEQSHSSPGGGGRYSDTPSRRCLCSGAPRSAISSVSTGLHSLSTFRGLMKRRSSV
ANO1 activ = mouse TMEM16A channel activation, primary screen | HEK293 TMEM16A/YFP-H148Q/I152L, iodide quench fluorescence; stronger effect = lower value | B-score at 10 µM | actives 0.3% (n = 340,000);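 active = fluorescence-ratio B-score plate-corrected deviation score at least 3 library SD below zero, with starting fluorescence score within 5 deviations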;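 note: channel opened by trigger with iodide after compound preincubation; score built on the fluorescence ratio of max minus min over baseline; more negative score means more quench and so TMEM16A activation or potentiation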
RGS4 block = inhibitors of human RGS4; B-score at 10 µM; HEK293 M3R/RGS4 inducible, Fluo-4 calcium flux; stronger effect = higher value; triggered by carbachol at its EC20; P49798; AID 463165; actives 0.45% (n = 310,000);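 active = B-score, a plate-corrected calcium signal, over three deviations above library mean, with baseline fluorescence within five deviations of library mean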;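 note: RGS4 expression induced by doxycycline in cells with stable M3 receptor; B-score is computed from the integrated fluorescence ratio over baseline after carbachol; higher B-score means a larger calcium signal and so more RGS4 inhibition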
Target sequence (P49798 whole entry, looked up): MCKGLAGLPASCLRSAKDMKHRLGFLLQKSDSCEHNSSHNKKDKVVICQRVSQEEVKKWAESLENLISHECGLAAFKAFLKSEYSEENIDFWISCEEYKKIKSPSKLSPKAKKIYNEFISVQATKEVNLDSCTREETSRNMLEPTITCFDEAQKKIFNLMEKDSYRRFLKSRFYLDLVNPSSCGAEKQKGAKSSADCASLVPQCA
RGS4 pot = RGS4 potentiation or activation; B-score at 10 µM; actives 0.92% (n = 310,000); HEK293 M3R/inducible RGS4, carbachol calcium flux Fluo4; stronger effect = lower value; AID 463111;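 active = B-score of the integrated calcium signal more than 4 SD below the library mean, with starting fluorescence not abnormally high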;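 note: negative B-score means reduced calcium response which marks RGS4 activation or potentiation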
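Assay system: HEK293 FlpIn-TREx cells, stable M3R, doxycycline-inducible RGS4 / Probe or stimulus: carbachol, ECmax concentration / Times: overnight RGS4 induction, 30 min dye load 37 °C, 20 min compound RT / Signal: kinetic calcium fluorescence imaging with Fluo4-AM dye, 2 µM / Measure: Agonist-evoked peak-minus-minimum fluorescence over baseline, integrated ratio, B score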
TMEM16A inh = mouse TMEM16A channel inhibition, primary screen; HEK293 TMEM16A/YFP iodide influx fluorescence, ionomycin; actives 1.2% (n = 310,000); normalized B-score (activity score, 25-100; higher = stronger inhibition) at 10 µM; Q8BHY3;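 active = ratio plate-corrected score three or more library SD toward inhibition, starting fluorescence score within five deviations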;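 note: score derived from kinetic fluorescence span divided by baseline fluorescence per well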
KCNQ1 inh = blocks the human KCNQ1 potassium channel; actives 1.3% (n = 310,000); P51787; B-score at 10 µM; CHO-K1 KCNQ1, FluxOR thallium flux fluorescence; stronger effect = higher value; AID 2642;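 active = compounds whose thallium flux B-score, printed positive for inhibition, exceeds three library SD while starting fluorescence stays within three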;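 note: channel opened by potassium depolarization with thallium stimulus after 20 min compound exposure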
SKKanGAS inh = SKKanGAS growth inhibition; actives 1.3% (n = 300,000); inhibition, % at 7.5 µM; S. pyogenes SKKanGAS, kanamycin growth, BacTiter-Glo, 6 h; AID 1662;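 active = mean replicate score, as percent of positive control median, at least 50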;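 note: strain carries kanamycin resistance gene driven by streptokinase promoter and grows in 40 µg/ml kanamycin; loss of luminescence reflects streptokinase promoter inhibition or plain growth inhibition; 0% = median of DMSO wells and 100% = positive control at its reference dose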
hERG rescue = hERG (human) protection from proarrhythmic block | Q12809 | CHO-hERG, FluxOR thallium flux, dofetilide IC70 present | activation (rescue from dofetilide block), less the hit threshold, % at 10 µM | actives 0.51% (n = 310,000) | AID 1511;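 active = activation above the mean of controls blocked by dofetilide plus 5 SD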;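 note: thallium influx through hERG after potassium depolarization seen as dye fluorescence rise; in these data hits start at about 4.7%; inactives centre near -7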
* hit, by the source's call; i = inactive; . = no result given. Not a hit list; any-hit rate near 6.3%.

Below each SMILES – HDAC3 inh	KCNK9 block	KCNQ1 act	KCNK3 block	ANO1 activ	RGS4 block	RGS4 pot	TMEM16A inh	KCNQ1 inh	SKKanGAS inh	hERG rescue
CCOC(=O)c1c(CSc2ccc(C)cc2)oc2ccc(O)cc12
→ 6	i	i	i	i	i	i	i	i	43	-7
Cc1ccccc1OCC(O)Cn1c(NCCN(C)C)nc2c1c(=O)n(C)c(=O)n2C (configuration not stated)
→ 3	i	i	i	i	i	i	i	i	7	1
O=C(NCCc1ccccc1)C1CCN(S(=O)(=O)c2cccc3nsnc23)CC1
→ 4	i	i	i	i	i	i	i	i	2	-3
COc1ccc2oc(=O)c(C(=O)N3CCc4ccccc43)cc2c1
→ -6	i	i	i	i	i	i	i	i	-6	-12
CCOC(=O)C(Cc1ccccc1)C(=O)Nc1ccccc1C (configuration not stated)
→ 5	i	i	i	i	i	i	i	i	-1	-8
O=C(CC1CCCCC1)NCc1ccc(F)cc1
→ 8	i	i	i	i	i	i	i	i	-8	-3
CCC(C)(C)N=C(NC#N)Nc1cccnc1
→ 4	i	i	.	.	i	i	i	i	-5	-8
CCOc1cc(C)c(S(=O)(=O)Nc2ccc(F)cc2)cc1C
→ 1	i	i	i	i	i	i	i	i	7	-18
CCC(C)NC(=O)C1c2ccccc2C(=O)N1Cc1cc(OC)ccc1OC (configuration not stated)
→ 2	i	i	i	i	i	i	i	i	-2	-14
Cc1cc(C)cc(NC(=S)N2CCC(N(C)CC3CCCO3)CC2)c1 (configuration not stated)
→ .	i	i	i	i	i	i	i	i	-9	-11
Cc1cccc(OCC(=O)NNC(=O)Cn2c(=O)cnc3ccccc32)c1
→ -3	i	i	i	i	i	i	i	i	0	-15
Cc1ccc(CN(C)C(=O)CC2C(=O)NCCN2CC2CCCCC2)cc1 (configuration not stated)
→ 1	i	i	i	i	i	i	i	i	-1	-9
Cc1nc2ncnn2c(C)c1CCC(=O)Oc1ccccc1
→ -1	i	i	i	i	i	i	i	i	0	-5
CSc1ccc(C2Nc3ccccc3-c3cc(C)nn32)cc1 (configuration not stated)
→ 5	i	i	i	i	i	i	i	i	3	-10
C=CCn1c(NCc2cc(C)ccc2O)nc2ccccc21
→ 4	i	i	i	i	i	i	i	i	1	-7
O=C(O)CC(C(=O)Nc1ccc(Cl)cc1)N1CCCCCC1 (configuration not stated)
→ -7	i	i	i	i	i	i	i	i	-2	-5
O=C(CSCC(=O)NC1CCCC1)Nc1ccccc1
→ -3	i	i	i	i	i	i	i	i	-1	-5
COc1cccc(NC(=O)N2CCCCCC2)c1
→ -3	i	i	i	i	i	i	i	i	-4	-5
Cc1cccc(N(CC(=O)N2CCCC2)S(=O)(=O)c2ccccc2)c1
→ 0	i	i	i	i	i	i	i	i	4	-4
C#CCOC(=O)c1ccc(-n2cncn2)nc1
→ 2	i	i	i	i	i	i	i	i	0	-8

(more compounds)
SMILES | HDAC3 inh | KCNK9 block | KCNQ1 act | KCNK3 block | ANO1 activ | RGS4 block | RGS4 pot | TMEM16A inh | KCNQ1 inh | SKKanGAS inh | hERG rescue
O=C(CCSc1ccc(Cl)cc1)N1CCN(c2ccc(O)cc2)CC1 | . | i | i | i | i | i | -7.2* | i | i | 1 | -5
C=CCNc1nnnc2c1sc1nc(N3CCOCC3)c3c(c12)CCCC3 | -4 | i | i | i | i | i | i | i | i | 7 | -17
C/C(=N/Nc1ccc(F)cc1)c1ccc(Cl)s1 | . | i | i | i | i | i | i | i | i | 0 | 0
C=CCN(CC=C)S(=O)(=O)c1ccc(C(=O)Nc2nnc(COC)o2)cc1 | -3 | i | i | i | i | i | i | i | i | 4 | -12
C=CCOc1ccc(C2NC(=O)c3ccccc3O2)cc1OCC (configuration not stated) | 0 | i | i | i | i | i | i | i | i | -1 | -2
Cc1c(NC(=S)N/N=C/c2cc([N+](=O)[O-])ccc2O)c(=O)n(-c2ccccc2)n1C | 14 | i | i | i | i | i | i | i | i | 7 | -8
CCN1CCN(C(CNS(=O)(=O)c2ccccc2)c2cccnc2)CC1 (configuration not stated) | 5 | i | i | i | i | i | i | i | i | 4 | -6
C#CCOCCOCCOCCNc1nc(N2CCN(C(=O)[C@H](CCCCN)n3cc([C@@H](N)CC(C)C)nn3)CC2)nc(N2CCN(C(=O)[C@H](CCCCN)n3cc([C@@H](N)CC(C)C)nn3)CC2)n1 | -3 | i | i | i | i | i | i | i | i | 3 | -10
O=C1c2ccccc2C(=O)N1Cc1ccccc1F | -8 | i | i | i | i | i | i | i | i | 5 | -9
COc1ccc(C(=O)Cn2c(C)nc([N+](=O)[O-])c2Br)cc1 | 4 | i | i | i | i | i | i | i | i | 45 | -4
CCC(=O)Nc1ccc(S(=O)(=O)Nc2ccc(Cl)nn2)cc1 | 2 | i | i | i | i | i | i | i | i | -1 | -7
CCOC(=O)C1(Cc2cccc(Cl)c2)CCCN(C(=O)c2cccnc2)C1 (configuration not stated) | -12 | i | i | i | i | i | i | i | i | 2 | -9
CCC(Oc1ccccc1)C(=O)N1CC(C)CC(C)C1 (configuration not stated) | -6 | i | i | i | i | i | i | i | i | -4 | -4
Clc1ccc(/C=N/Nc2ncnc3nc[nH]c23)cc1 | 6 | i | i | i | i | i | i | i | i | -3 | -11
COC(C(=O)Nc1ccnn1C1CCN(Cc2ccc(CO)o2)CC1)c1ccccc1 (configuration not stated) | -1 | i | i | i | i | i | i | i | i | 15 | -5
Clc1ccc(CNc2ccc(CNc3ncn[nH]3)cc2)cc1 | -1 | i | i | i | i | i | i | i | i | 7 | -2
O=C(O)c1nc(N2CCCCC2)ncc1Cl | 0 | i | i | i | i | i | i | i | i | 6 | -10
O=C(NCc1ccccc1)c1ccc(CS(=O)(=O)c2ccc(Br)cc2)o1 | 1 | i | i | i | i | i | i | i | i | 0 | -5
CC12CCC(=O)N1C(C(=O)Nc1cccc(S(=O)(=O)N3CCCCCC3)c1)CS2 (configuration not stated) | -1 | i | i | i | i | i | i | i | i | 18 | -17
COc1ccc(N(CC(=O)N2CCN(c3ccccc3)CC2)S(=O)(=O)c2ccc(C)cc2)cc1 | -2 | i | i | i | i | i | i | i | i | 1 | -9
COCCN(C(=O)COC(=O)c1cccs1)c1c(N)n(Cc2ccccc2)c(=O)[nH]c1=O | 3 | i | i | i | i | i | i | i | i | 13 | -9
O=C(COc1ccc(S(=O)(=O)NC2CCCCC2)cc1)NCCC1=CCCCC1 | 1 | i | i | i | i | i | i | i | i | 2 | 1
O=[N+]([O-])c1ccccc1S(=O)(=O)n1nnc2ccccc21 | 5 | i | i | i | i | i | i | i | i | 2 | -6
CCOc1ccc(CN2C(=O)CCC2(C)C(=O)NCc2cccnc2)cc1 (configuration not stated) | 5 | i | i | i | i | i | i | i | i | 0 | -10
C=CCNC(=O)c1onc(CSc2nc3ccccc3[nH]2)c1C(=O)NCC=C | -8 | i | i | i | i | i | i | i | i | 1 | -6
Cc1cccc(N2C(=O)CC(Sc3ncn[nH]3)C2=O)c1 (configuration not stated) | 16 | i | i | i | i | i | i | i | i | -5 | -5
CCCCCCC1CC(CSc2ncn[nH]2)OC1=O (configuration not stated) | 0 | i | i | i | i | i | i | i | i | -16 | -6
COc1cc(-n2c(C)nc3cc(C(=O)NCc4ccco4)ccc32)cc(OC)c1OC | -3 | i | i | i | i | i | i | i | i | -5 | -2
Cc1ccc(C(=O)CN2C(=O)C(=O)N(Cc3ccccc3)C2=O)cc1 | -7 | i | i | i | i | i | i | i | i | -30 | -3
Cc1ccccc1NP(=O)(c1ccccc1)c1nc2ccccc2s1 (configuration not stated) | 1 | i | i | i | i | i | i | i | i | -3 | 4

Entries of single compounds from above. Screens in order: HDAC3 inh, KCNK9 block, KCNQ1 act, KCNK3 block, ANO1 activ, RGS4 block, RGS4 pot, TMEM16A inh, KCNQ1 inh, SKKanGAS inh, hERG rescue
Cc1c(NC(=S)N/N=C/c2cc([N+](=O)[O-])ccc2O)c(=O)n(-c2ccccc2)n1C is entered as 14, i, i, i, i, i, i, i, i, 7, -8
CCN1CCN(C(CNS(=O)(=O)c2ccccc2)c2cccnc2)CC1 (configuration not stated) is entered as 5, i, i, i, i, i, i, i, i, 4, -6
C=CCNC(=O)c1onc(CSc2nc3ccccc3[nH]2)c1C(=O)NCC=C is entered as -8, i, i, i, i, i, i, i, i, 1, -6
COc1ccc(C(=O)Cn2c(C)nc([N+](=O)[O-])c2Br)cc1 is entered as 4, i, i, i, i, i, i, i, i, 45, -4

(further entries)
SMILES | HDAC3 inh | KCNK9 block | KCNQ1 act | KCNK3 block | ANO1 activ | RGS4 block | RGS4 pot | TMEM16A inh | KCNQ1 inh | SKKanGAS inh | hERG rescue
Cc1nc(SCC(=O)N2CCOCC2)c2c(=O)n(C)c(=O)n(C)c2n1 | -1 | i | i | i | i | i | i | i | i | 5 | -12
COc1ccc(-c2ccc([C@H]3[C@@H]4C=CCC[C@@]4(C)C(=O)N3Cc3ccccc3)c(F)c2)cc1OC | 9 | i | i | i | i | i | i | i | i | 52* | -7
COc1cc(S(=O)(=O)N2CCN=C2c2ccccc2)ccc1Cl | 6 | i | i | i | i | i | i | i | i | 2 | -7
COC(=O)c1c(C)noc1-c1cc(C)on1 | -1 | i | i | i | i | i | i | i | i | 4 | -9
Cc1cccc(NC(=O)CCC2CCN(C(=O)C3CC=CCC3)CC2)c1 (configuration not stated) | 4 | i | i | i | i | i | i | i | i | 1 | -9

Two entries from above, field by field.
SMILES: Cc1cccc(NC(=O)CCC2CCN(C(=O)C3CC=CCC3)CC2)c1 (configuration not stated)
  HDAC3 inh: 4
  KCNK9 block: i
  KCNQ1 act: i
  KCNK3 block: i
  ANO1 activ: i
  RGS4 block: i
  RGS4 pot: i
  TMEM16A inh: i
  KCNQ1 inh: i
  SKKanGAS inh: 1
  hERG rescue: -9
SMILES: Cc1nc(SCC(=O)N2CCOCC2)c2c(=O)n(C)c(=O)n(C)c2n1
  HDAC3 inh: -1
  KCNK9 block: i
  KCNQ1 act: i
  KCNK3 block: i
  ANO1 activ: i
  RGS4 block: i
  RGS4 pot: i
  TMEM16A inh: i
  KCNQ1 inh: i
  SKKanGAS inh: 5
  hERG rescue: -12
